Bioassay records from PubChem.
PKA-R1A act: PKA-R1A complex activation. 340,000 compounds, 0.083% hits. AID 504707. PKA-R1A dissociation, Cy5-IP20 fluorescence polarization; scaled: DMSO 0%, 113 µM cGMP 100%. P00514+P68181. activation, % at 11.4 µM;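 active = percent activation above the mean of all tested compounds plus 3 SD, cut at about 19% in these data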;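 note: higher means more PKAc released from R1A so a rise in polarization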
Pemphigus Ab inh: human desmoglein-3 autoantibody binding inhibition. P32926. DSG3-coupled beads, scFv-anti-DSG3-GFP binding, flow cytometry; active compounds read low. binding (percent of control), % at 10 µM. 310,000 compounds, 0.48% hits;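 active = binding more than 3 SD below its plate's average and above zero; inconclusive = below that plate limit but binding exactly zero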;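 note: hits lower antibody fragment binding to DSG3; some compounds called inactive have numbers as strong as hits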
phage Ecoli inh: E. coli growth loss with phage present | inhibition, % at 11.9 µM | 360,000 compounds, 0.26% hits | growth absorbance; in the data active = inhibition above about 11%
OPRM1-OPRD1 inv: mu-delta opioid heterodimer inverse agonism | cell-based MOR-DOR heterodimer luminescence | inhibition, % at 9.3 µM | 340,000 compounds, 0.21% hits; in the data active = inhibition above about 22%, passing the limit was not always enough;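 note: 0% = cells with DMSO and 100% = wells without cells with DMSO; values of inactives mirror those of a sister screen read the other way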
Target sequence (P35372 whole entry, looked up): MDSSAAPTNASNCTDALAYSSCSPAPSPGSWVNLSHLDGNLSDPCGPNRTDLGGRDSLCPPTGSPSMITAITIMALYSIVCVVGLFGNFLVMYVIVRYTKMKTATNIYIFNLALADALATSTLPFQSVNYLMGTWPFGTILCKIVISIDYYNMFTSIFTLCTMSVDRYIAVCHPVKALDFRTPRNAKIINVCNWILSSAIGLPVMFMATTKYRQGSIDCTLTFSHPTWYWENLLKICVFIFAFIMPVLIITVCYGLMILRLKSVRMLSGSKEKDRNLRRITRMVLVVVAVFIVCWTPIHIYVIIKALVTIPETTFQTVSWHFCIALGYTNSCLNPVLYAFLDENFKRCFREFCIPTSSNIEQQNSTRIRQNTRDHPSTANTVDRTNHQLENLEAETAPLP
Target sequence (P41143 whole entry, looked up): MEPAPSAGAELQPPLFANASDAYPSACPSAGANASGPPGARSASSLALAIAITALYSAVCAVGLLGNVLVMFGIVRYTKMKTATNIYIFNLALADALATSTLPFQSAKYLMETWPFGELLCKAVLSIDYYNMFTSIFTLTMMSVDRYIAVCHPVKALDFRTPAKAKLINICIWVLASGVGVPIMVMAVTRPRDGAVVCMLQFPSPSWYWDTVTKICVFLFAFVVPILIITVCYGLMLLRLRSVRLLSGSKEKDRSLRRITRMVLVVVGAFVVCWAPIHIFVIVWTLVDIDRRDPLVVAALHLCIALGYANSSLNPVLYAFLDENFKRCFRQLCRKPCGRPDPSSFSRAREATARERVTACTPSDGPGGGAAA
Tat transport: blocks Tat-dependent protein export in E. coli. E. coli MC4100 TorA-mCherry Tat export, fluorescence. inhibition, % at 10 µM. 340,000 compounds, 0.036% hits. AID 488895;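 active = mean replicate inhibition at least 50% and at least half of replicates individually reaching 50%; inconclusive = only one of the two criteria met; inactive = neither criterion met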;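 note: exported cargo escapes ClpAP degradation while cytoplasmic cargo is degraded and loses fluorescence; 0% = median of neutral control wells and 100% = median of NaSCN control wells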
Mot1-301 SUMO: SUMOylation pathway inhibition by Mot1-301 growth rescue. S. cerevisiae Mot1-301 growth rescue, ATP luminescence, 38.5C; percent above DMSO median, 100 means doubled. growth rescue, % at 18.8 µM. 320,000 compounds, 1% hits. AID 2716;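 active = every valid replicate shows activation above 250% relative to neutral control wells; inactive = the rest, any valid replicate at or below 250%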;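 note: OY570 slx delta 5 strain wells were the positive control but not used for scaling; some compounds called inactive have numbers as strong as hits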
Arr AP2 block: human beta-arrestin and AP2 interaction inhibition; FITC-arrestin peptide / GST-AP2 beads, flow cytometry; AP2 beta2 appendage carries R879A mutation; inhibition, % at 10 µM; 340,000 compounds, 0.31% hits;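 active = inhibition above a set limit, near 3 SD of compounds lacking own fluorescence, cut at about 54% in these data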;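 note: plate controls were DMSO wells for no effect and 5 µM unlabelled arrestin peptide for full effect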
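Assay system: GST-AP2 R879A bound to glutathione beads, E. coli-expressed; Medium: PBS with 0.05% Tween 20 and 0.1% BSA; Also added: fluorescein-tagged arrestin peptide at 50 nM final; Timing: 12 min plus 1 h, RT; Measured by: flow cytometry, FL1 (488/535 nm); Evaluation: percent drop in bead-associated FITC signal.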
PfHsp90 yeast 2: inhibits growth of yeast expressing Plasmodium falciparum Hsp90 | inhibition, % at 9.4 µM | S. cerevisiae expressing PfHsp90, BacTiter-Glo ATP, 48 h; yeast lacking PDR1 and PDR3 efflux regulators | 310,000 compounds, 0.32% hits;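 active = every replicate shows inhibition above about 80%, whatever the replicate mean, limit read from the data; inconclusive = mean inhibition reaches the set limit but some replicate falls short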;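 note: 0% = DMSO neutral controls and 100% = 20 µM radicicol positive controls; yeast relying on Plasmodium falciparum Hsp90 in place of its own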
MOR-DOR ag: agonists of human mu-delta opioid receptor heterodimerization | cells, OPRM1-OPRD1 heterodimerization, luminescence | AID 504326 | P35372+P41143 | 340,000 compounds, 0.3% hits | activation, % at 9.3 µM; in the data active = activation above about 18%;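 note: 0% = vehicle-treated cells and 100% = reference agonist; values of inactives mirror those of a sister screen read the other way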
Ecoli viability: reduces bacterial viability in AddAB counter-screen | inhibition, % at 11.9 µM | E. coli V3065 growth, OD600 absorbance, 18 h | 330,000 compounds, 0.27% hits;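 active = inhibition above the campaign's mean inhibition across all tested compounds plus 3 SD, cut at about 9.9% in these data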;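 note: uninfected addAB+ strain grown without phage in ampicillin broth; 0% = DMSO wells and 100% = ciprofloxacin 0.95 µg/ml wells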
AddAB inh: less growth of phage-infected E. coli with AddAB; E. coli expressing H. pylori AddAB, absorbance growth; inhibition, % at 11.9 µM; 330,000 compounds, 0.29% hits; AID 435030; in the data active = inhibition above about 12%;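 note: 0% = vehicle wells of infected cells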
* marks the source's active call; other numbers are inactive results; ? = inconclusive; / = no result given. The order is random; any-hit rate near 2.8%.

1) CC1CCCN(CCC(=O)c2ccc(Br)cc2)C1 (stereo unspecified)
2) COc1ccc(Cn2c3ccc(OC)cc3c3nc4ccccc4nc32)cc1
3) NC(=O)c1nsc(C(=O)N(Cc2ccc(F)cc2)C(C(=O)NCC2CCCO2)c2ccc(O)cc2)c1N (stereo unspecified)
4) Cc1ccc(NC(=S)NCC2CCN(C(C)c3ccccc3)C2)cc1 (stereo unspecified)
5) CCCn1c(SCC(=O)Nc2nc3ccccc3s2)nc2c1c(=O)n(C)c(=O)n2C
6) COc1ccc2cc(CCNC(=O)C3CC3)c(=O)[nH]c2c1
7) Cc1ccc(NC(=O)C(C)Sc2nnc(C)n2C2CC2)cc1S(=O)(=O)N1CCOCC1 (stereo unspecified)
8) CCCCCCCCCCOC(=O)Cn1c(COc2cccc(C)c2)[n+](C)c2ccccc21
screen / no.	1	2	3	4	5	6	7	8
PKA-R1A act	19*	8	8	-15	3	3	-3	-10
Pemphigus Ab inh	102	111	116	90	104	96	97	117
phage Ecoli inh	2.9	2.4	1.4	3.2	0.6	2.7	2.5	0.1
OPRM1-OPRD1 inv	-4	-3	-9	4	10	2	-5	-36
Tat transport	-8	-8	4	-1	7	8	-11	34
Mot1-301 SUMO	48	1	/	25	-18	3	-14	69
Arr AP2 block	16	32	3	-7	5	24	-12	-16
PfHsp90 yeast 2	-16	3	15	15	-9	-6	7	105*
MOR-DOR ag	0.8	0.6	1.1	-0.7	-1.7	-0.4	0.9	7.5
Ecoli viability	-0.3	0.7	/	-3.1	0.4	0.7	-3.7	3.3
AddAB inh	1.1	3.8	/	-1.8	1.2	4.0	-0.9	0.8

Filtered by structure, the entries above containing an aryl thioether with sulfur outside any ring
5) CCCn1c(SCC(=O)Nc2nc3ccccc3s2)nc2c1c(=O)n(C)c(=O)n2C
7) Cc1ccc(NC(=O)C(C)Sc2nnc(C)n2C2CC2)cc1S(=O)(=O)N1CCOCC1 (stereo unspecified)
screen / no.	5	7
PKA-R1A act	3	-3
Pemphigus Ab inh	104	97
phage Ecoli inh	0.6	2.5
OPRM1-OPRD1 inv	10	-5
Tat transport	7	-11
Mot1-301 SUMO	-18	-14
Arr AP2 block	5	-12
PfHsp90 yeast 2	-9	7
MOR-DOR ag	-1.7	0.9
Ecoli viability	0.4	-3.7
AddAB inh	1.2	-0.9

Following part:
9) Cc1ccc(NC(=O)COC(=O)c2sccc2C)cc1S(=O)(=O)N1CCOCC1
10) Cc1nn(-c2ccc(F)cc2)c(Cl)c1C(=O)NCC1CCCO1 (stereo unspecified)
11) CC(=O)Oc1ccc(-c2cccc(C(=O)NCCCO)c2)cc1
12) O=[N+]([O-])c1cccc(N(CC(O)CN2CCCCC2)S(=O)(=O)c2ccccc2)c1 (stereo unspecified)
13) CCN1C(=O)/C(=C2\SC(=S)N(NC(=O)c3ccccc3O)C2=O)c2ccccc21
14) COc1ccc(CCNC(=O)CNCC(c2ccccc2)N(C)C)cc1OC (stereo unspecified)
15) CCc1c(C)sc2nc3c(C(=O)N4CCOCC4)cc(C(=O)c4ccccc4O)cn3c(=O)c12
16) CC1(C)Oc2ccc(C(=O)NC3CCCC3)cc2N(CC(=O)N2CCOCC2)C1=O
screen / no.	9	10	11	12	13	14	15	16
PKA-R1A act	2	-4	15	-9	-10	-6	-2	-5
Pemphigus Ab inh	90	99	115	119	104	99	111	123
phage Ecoli inh	1.8	2.3	2.1	-1.0	3.7	0.5	1.3	3.4
OPRM1-OPRD1 inv	1	10	24	-26	-10	12	16	-5
Tat transport	2	5	7	?	-9	-2	1	-6
Mot1-301 SUMO	-14	7	-1	-13	-25	7	-11	-11
Arr AP2 block	-4	9	-8	1	-3	6	-1	14
PfHsp90 yeast 2	-19	33	12	-7	-78	12	/	8
MOR-DOR ag	-0.1	-2.8	-4.4	3.2	1.9	-2.4	-3.3	1.0
Ecoli viability	0.7	-2.1	0.7	-0.1	2.6	-0.6	2.3	-1.6
AddAB inh	5.3	-0.3	-1.2	-1.6	0.7	-2.2	0.3	0.0

For convenience, part of the list above:
14) COc1ccc(CCNC(=O)CNCC(c2ccccc2)N(C)C)cc1OC (stereo unspecified)
15) CCc1c(C)sc2nc3c(C(=O)N4CCOCC4)cc(C(=O)c4ccccc4O)cn3c(=O)c12
16) CC1(C)Oc2ccc(C(=O)NC3CCCC3)cc2N(CC(=O)N2CCOCC2)C1=O
screen / no.	14	15	16
PKA-R1A act	-6	-2	-5
Pemphigus Ab inh	99	111	123
phage Ecoli inh	0.5	1.3	3.4
OPRM1-OPRD1 inv	12	16	-5
Tat transport	-2	1	-6
Mot1-301 SUMO	7	-11	-11
Arr AP2 block	6	-1	14
PfHsp90 yeast 2	12	/	8
MOR-DOR ag	-2.4	-3.3	1.0
Ecoli viability	-0.6	2.3	-1.6
AddAB inh	-2.2	0.3	0.0

(next part)
17) O=C(CSCCc1ccccn1)Nc1cccnc1
18) Cc1ccc(CSc2ncccc2C(=O)O)cc1
19) COC(=O)CCc1sc(Nc2ccc(Br)cc2)nc1-c1ccc(OC)cc1
20) CCOc1ccccc1CN1CCC(n2nccc2NC(=O)C2CCCC2)CC1
screen / no.	17	18	19	20
PKA-R1A act	1	-12	-1	8
Pemphigus Ab inh	94	94	102	103
phage Ecoli inh	2.0	0.6	1.2	2.8
OPRM1-OPRD1 inv	9	9	8	10
Tat transport	-22	-8	-7	6
Mot1-301 SUMO	-12	4	9	0
Arr AP2 block	16	3	29	-2
PfHsp90 yeast 2	-6	-3	-3	22
MOR-DOR ag	-1.6	-1.8	-1.5	-1.8
Ecoli viability	-0.9	-1.7	-1.3	-1.4
AddAB inh	1.7	-0.2	3.0	1.6
